Polio RdRp inh = inhibitors of poliovirus RNA polymerase binding and polymerization | P03300 | poliovirus polymerase elongation, fluorescence polarization; hits give low values | % elongation, % (compound at 16.7 µg/mL) | hit rate 0.66% among 150,000; in the data active = % elongation below about 90%; also: some results filed as inactive read as strong as hits
Target sequence (P03300 1749-2209 limits assumed): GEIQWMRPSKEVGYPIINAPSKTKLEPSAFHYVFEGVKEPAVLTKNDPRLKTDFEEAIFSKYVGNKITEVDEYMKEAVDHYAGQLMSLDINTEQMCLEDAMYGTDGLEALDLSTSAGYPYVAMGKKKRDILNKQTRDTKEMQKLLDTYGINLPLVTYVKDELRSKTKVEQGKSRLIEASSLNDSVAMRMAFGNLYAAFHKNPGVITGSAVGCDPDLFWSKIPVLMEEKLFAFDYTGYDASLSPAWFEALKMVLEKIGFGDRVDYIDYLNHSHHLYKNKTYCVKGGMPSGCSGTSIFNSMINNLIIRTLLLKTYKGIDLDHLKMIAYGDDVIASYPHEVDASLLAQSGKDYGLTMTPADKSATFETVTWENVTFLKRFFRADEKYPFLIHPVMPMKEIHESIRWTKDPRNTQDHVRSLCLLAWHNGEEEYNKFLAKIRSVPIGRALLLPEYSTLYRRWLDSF
Polio RdRp inh FP z-score = recorded beside Polio RdRp inh, whose call it bears; z-score; measured here: FP z-score; hits read low
* = called active by the depositor. A portion of the library (hit frequency here may not be typical).

Under each structure – Polio RdRp inh	Polio RdRp inh FP z-score
O=C(CN1C(=O)C2CC=CCC2C1=O)Nc1ccc2c(c1)CCC2 (configuration not stated)
    107	0.7
COC(=O)C1=C(C)OC(N)=C(C#N)C1c1ccc(C(=O)OC)cc1 (configuration not stated)
    98	-1
COc1cccc(CNC(=O)CN2C(=O)c3cccnc3Oc3ccc(C)cc32)c1
    100	-0.4
C=CCNC(=O)C1CC(c2ccccc2F)=NO1 (configuration not stated)
    103	0.4
O=C(C1CCC(Cn2c(=O)[nH]c3ccsc3c2=O)CC1)N1CCCC1 (configuration not stated)
    99	-1.6
COc1cccc(-c2nc(CS(=O)(=O)CC(=O)Nc3cccc(C(C)=O)c3)c(C)o2)c1
    105	0
COc1ccc(-c2nnc(SCC(=O)Nc3ccc(C(C)C)cc3)nc2-c2ccc(OC)c(OC)c2)cc1OC
    109	0.4
O=C(N/N=C/c1ccco1)c1cccc(N2CCCC2=O)c1
    99	0
Cc1ccc(C(=O)N2CCCn3c2nc2ccccc23)cc1
    99	-0.4
CN(CC1COc2ccccc2O1)C(=S)NC1CCCCC1 (configuration not stated)
    101	-0.1
COc1ccc(-c2cc(C(F)F)nc(-n3nc(C)cc3C)n2)cc1
    102	0.1
CCN(CC)S(=O)(=O)c1ccc(OC)c(-n2cnnn2)c1
    108	0.8
CC(C)Cc1nn2c(=O)cc(COC(=O)c3ccc(NC(=O)CCc4ccccc4)cc3)nc2s1
    104	-0.6
Cc1ccc(-n2nnc3c(=O)n(CC#N)cnc32)cc1Cl
    103	0.5
CC(C)CNCC1OCc2ccccc2CO1
    98	-1.6
CN(C)c1c2c(c(C#N)c3nc4ccccc4n13)CCC2
    104	0.4
CCCCCn1c(=O)c2c(nc3n2CCN3c2ccc(Br)cc2)n(C)c1=O
    108	0.4
Cc1ccc(N(Cc2ccc(C(=O)NCc3ccco3)cc2)S(C)(=O)=O)cc1C
    103	0.3
Cc1ccc2nc(SCCCC#N)[nH]c2c1
    100	-0.4
c1cnc(Sc2nnc3ccccn23)nc1
    100	-0.2
Cc1ccc(-n2ncc(C(=O)NCCCN3CCCCC3)c2C2CCN(C(=O)OC(C)(C)C)CC2)cc1
    101	-0.9
NS(=O)(=O)c1ccc(CCNC(=O)c2ccc3nc(Cc4ccccc4)oc3c2)cc1
    111	0.9
COCC(=O)Nc1ccccc1C(=O)N1CCN(c2ccccc2)CC1
    100	0.1
CCOCCCNC(=O)C(c1ccccc1)N(Cc1ccc2c(c1)OCO2)C(=O)c1ccc(NC(C)=O)cc1 (configuration not stated)
    104	-0.1
CCC(=O)Nc1ccc2c(c1)C(=O)NC2=O
    104	0.5
COC(=O)c1cc(S(=O)(=O)NCc2ccccc2)cn1C
    105	0.6
Cn1c(N)c(C(=O)CSc2nc3sc4c(c3c(=O)n2Cc2ccco2)CCCC4)c(=O)[nH]c1=O
    104	0
CCOc1ccc(C(=O)Nc2ccc3c(c2)OCCO3)cc1Br
    104	-0.1
COc1ccc(NC(=O)c2ccc3c(-c4ccccc4)onc3c2)cc1
    100	-0.3
Cc1cc(C)cc(NC(=O)c2sc3nc4n(c(=O)c3c2C)N=C(c2ccccc2)CS4)c1
    105	-0.2
Cc1cc(C)c(NC(=O)Cn2c(=O)n(-c3ccc(CC(=O)NCC4CCCO4)cc3)c(=O)c3ccccc32)c(C)c1 (configuration not stated)
    107	0.3
CCc1ccc(NC(=O)N(CCN(C)C)C(C)c2cccnc2)cc1 (configuration not stated)
    102	0.1
COC(=O)c1ccc(CSc2nc3ccc(S(N)(=O)=O)cc3[nH]2)cc1
    100	-0.1
c1ccc2[nH]c(NN=C3CCCC3)nc2c1
    107	0.1
CCOC(=O)c1nn(-c2ccccc2)c(C(=O)OCC)c1N(C(=O)CC)C(=O)CC
    102	0.3
CCOc1ccc(NS(=O)(=O)c2ccc3c(c2)CCN3C(C)=O)cc1
    110	-0.5
COC(=O)c1sc2cccc(F)c2c1S(=O)(=O)NCc1ccccc1Cl
    108	0.5
O=C(NC1CCCC1)c1ccccc1-c1nc(-c2ccc(Cl)cc2)no1
    104	0.8
CCc1ccc2c(CC(=O)Nc3ccc(N4CCOCC4)cc3)coc2c1
    104	0.3
O=C(NC1CC1)c1ccccc1NS(=O)(=O)c1ccc(F)cc1
    103	0.6
CCCCn1ccnc1C(=O)c1cc(F)c(F)c(F)c1F
    101	-0.4
CCOC(=O)c1c(C)[nH]c(C(=O)Cn2nnc(-c3ccccc3)n2)c1C
    106	0.3
COc1ccccc1Cn1c(=O)c2ccccc2n2c(SCC(=O)N3CCOCC3)nnc12
    104	0.2
CC(=O)N1c2ccc(S(=O)(=O)N3CCC(C(=O)NCCC4=CCCCC4)CC3)cc2CC1C (configuration not stated)
    100	-0.8
COc1ccc(NS(=O)(=O)c2ccc3c(c2)n(C)c(=O)c(=O)n3C)cc1Cl
    99	-0.9
CCOC(=O)c1c(C)oc2nc(C)nc(NCc3ccccc3Cl)c12
    109	0.2
CC(C)Cn1cnc2c1c(=O)[nH]c(=O)n2CC(C)C
    101	0
CCN=C1S/C(=C\c2ccc(O)c(OCC)c2)C(=O)N1CC
    100	-0.3
COc1ccc(N2CCN(C(=O)COc3ccccc3-c3nnc(-c4ccccc4)o3)CC2)cc1
    92	-3.8
COC(=O)c1c(-c2ccc(Cl)cc2)noc1N1CCN(c2ccc(C)cc2C)CC1
    104	-0.8
Cc1ccc(-c2nc(Nc3ccc(C)c(Cl)c3)sc2CC(=O)O)cc1
    107	1.2
COc1ccc(CCNC(=O)c2sc3nc4n(c(=O)c3c2C)CCCC4)cc1OC
    109	0.5
Fc1ccc(-c2cn3ccsc3n2)cc1
    101	0.4
CCOc1ccc(N2CC(c3nc4ccccc4n3CCOc3ccccc3OC)CC2=O)cc1 (configuration not stated)
    106	-0.3
O=C(COc1ccccc1Cl)Nc1nnc(S(=O)(=O)N2CCCC2)s1
    111	0.7
COc1cccc(S(=O)(=O)Nc2ccc(C(=O)N3CCCCCC3)cc2)c1
    101	0.3
COC(=O)Nc1ccc(SC(F)(F)C(F)(F)C(F)(F)F)cc1
    104	0.2
CCOC(=O)c1sc(NC(=O)Nc2ccc(F)cc2)nc1C
    100	-0.5
Cc1ccc(OCCOn2nnc3ccc(S(=O)(=O)N(C)C)cc32)cc1
    103	-0.1
CN(CC(=O)Nc1cccnc1)S(=O)(=O)c1cccc2cccnc12
    102	-0.2

The results go on.
Under each structure – Polio RdRp inh	Polio RdRp inh FP z-score
CCOC(=O)c1ccc(NC(=O)CC2C(=O)N(c3ccccc3)C(=O)N2Cc2cccs2)cc1 (configuration not stated)
    109	0.5
O=C(NCC1CCCO1)c1cc2c(=O)[nH]c3ccccc3c2s1 (configuration not stated)
    101	-0.5
CC(C)c1ccc(NC(=O)CSC2=Nc3ccccc3C3=NC(CC(=O)NCc4ccco4)C(=O)N23)cc1 (configuration not stated)
    99	-1.7
C/C(=N\OCc1nc2c3cnn(Cc4ccccc4)c3ncn2n1)c1ccccc1
    103	0.4
O=C(c1cc(S(=O)(=O)N2CCC3(CC2)OCCO3)ccc1F)N1CCC2(CC1)OCCO2
    103	0.4
Cc1ccc(NC(=O)c2ccco2)c(N)c1
    113	1
Fc1cccc(NC2=NCCS2)c1
    108	0.8
O=C(NCCC(c1ccccc1)c1ccccc1)c1cc2ccccc2c(=O)o1
    103	0.2
CC12CN3CC(c4ccccc4)(CN(C1)C3c1ccc(Cl)cc1)C2=O (configuration not stated)
    111	1
CN(Cc1ccccc1)C(=O)COC(=O)C1CC2C=CC1C2 (configuration not stated)
    103	0.4
Clc1ccc2c(c1)-c1c(cnc3cc(-c4ccccc4)nn13)CO2
    107	0.8
Cc1ccc(N2C(N)=C(C#N)C(c3cccnc3)C3=C2CC(C)(C)CC3=O)cc1 (configuration not stated)
    100	0.1
Nc1ccc(C(=O)OCC(=O)NC23CC4CC(CC(C4)C2)C3)cc1
    102	0.2
CC1(Cc2cn(CCC(=O)O)c3ccccc23)OCCO1
    99	-0.9
O=C(Cn1c(=O)n(CC2CCC(C(=O)NCCc3ccccc3)CC2)c(=O)c2ccccc21)Nc1ccccc1 (configuration not stated)
    108	-0.1
CCNC(=S)Nc1cccc(NC(=O)c2ccccc2O)c1
    101	-0.1
COC(=O)c1ccccc1NC(=O)CSc1nc2ccccc2nc1Cc1ccc(F)cc1
    108	0.4
CCC(=O)Nc1ccc2c(c1)ncn2C
    104	0.7
CC(C)Cn1cc(NC(=O)NCc2ccccn2)c2ccccc2c1=O
    100	-0.4
Cc1ccc2nc(SCC(=O)O)[nH]c2c1
    103	0.2
O=c1c2oc3ccccc3c2n(Cc2ccc(F)cc2)c(=O)n1Cc1ccc2c(c1)OCO2
    101	-0.2
O=C(CCC(=O)N1CC2CCCN2c2ccccc21)NCc1ccc(F)cc1 (configuration not stated)
    111	0.4
Cc1ccc(CNC(=O)c2nnc(Cc3ccc(Cl)cc3)o2)cc1
    106	0.2
CC(=O)O/N=C(\N)c1ccc(Br)cc1
    103	1.1
CC1(C)CC(=O)C2=C(C1)NC(Nc1nc3ccccc3o1)=NC2c1ccccn1 (configuration not stated)
    100	-0.6
CC(=O)Nc1ncc2c(n1)CC(c1ccc(Cl)cc1)CC2=O (configuration not stated)
    99	-0.3
COc1ccc(Cl)c(OC)c1C(=O)NC(=O)Nc1c(C)cccc1C
    108	0.5
C=C(C)CN(CC)Cc1ccc(O)cc1
    103	1.4
CC(=O)c1ccc(NC(=O)CSc2cn(CC(=O)N3CCCCCC3)c3ccccc23)cc1
    106	-1
COc1ccc2c(c1)cc1n2CCN2CCCN=C12
    101	-0.3

(list continues)
| Structure | Polio RdRp inh | Polio RdRp inh FP z-score |
| --- | --- | --- |
| Cc1ccc(C2c3c(-c4ccccc4O)n[nH]c3C(=O)N2CCc2ccccc2)cc1 (configuration not stated) | 109 | 0.7 |
| COc1ccc(CC(CN)c2ccccc2)cc1 (configuration not stated) | 102 | 0.2 |
| Cc1ccc2c(=O)c(C(=O)c3ccc(F)cc3)cn(CC(=O)Nc3ccc4c(c3)OCCO4)c2n1 | 119 | 2.3 |
| COC(=O)C1=C(C)Nc2c(c(=O)n(C)c(=O)n2C)C1c1ccc(C)cc1 (configuration not stated) | 103 | 0 |
| CN(C)CC1CCCCC1OC(=O)c1ccc(Br)o1 (configuration not stated) | 101 | -0.1 |
| COC(=O)C1=C(C)NC(=S)NC1c1ccccc1 (configuration not stated) | 103 | 0.3 |
| CN(Cc1ccccc1)S(=O)(=O)c1ccc2[nH]c3c(c2c1)CCCCC3 | 102 | -1.2 |
| Clc1cccc(-n2ncc3c(Nc4ccc5c(c4)OCCO5)ncnc32)c1 | 111 | 0.6 |
| COc1ccc(CC(=O)Nc2ccc3nc(Nc4cccc(Cl)c4)cc(C)c3c2)cc1OC | 112 | 1.3 |
| COc1cc(Cl)c(C)cc1NC(=S)N(Cc1cccnc1)Cc1ccco1 | 100 | 0 |
| O=C(Nc1ccccc1OC(F)F)C1(c2ccccc2)CC1 | 104 | 0.1 |
| CSc1nn(CC(=O)Nc2cc(C)ccc2C)c(N)c1S(=O)(=O)c1ccccc1 | 104 | -0.6 |
| Cc1ccc(Cl)cc1N1CCN(C(=O)c2cc3ccc4cccnc4c3[nH]2)CC1 | 109 | 0.2 |
| COc1ccc(NC(=O)Cn2nnnc2-c2ccccc2F)c(C)c1 | 100 | -1.6 |
| Cc1cc(=O)n2nc(N3CCC(C(=O)Nc4ccc(C(C)C)cc4)CC3)sc2n1 | 108 | -0.1 |
| CCOc1ccccc1CNCCSc1nnnn1C | 104 | -0.4 |

Shown with each value named: entries from further up
> COc1ccc(CC(=O)Nc2ccc3nc(Nc4cccc(Cl)c4)cc(C)c3c2)cc1OC
  Polio RdRp inh: 112; Polio RdRp inh FP z-score: 1.3
> COc1cc(Cl)c(C)cc1NC(=S)N(Cc1cccnc1)Cc1ccco1
  Polio RdRp inh: 100; Polio RdRp inh FP z-score: 0
> O=C(Nc1ccccc1OC(F)F)C1(c2ccccc2)CC1
  Polio RdRp inh: 104; Polio RdRp inh FP z-score: 0.1

Continued.
| Structure | Polio RdRp inh | Polio RdRp inh FP z-score |
| --- | --- | --- |
| CCOc1ccc(CNc2ccc(N3CCOCC3)cc2)cc1OC | 105 | 1.2 |
| CCOC(=O)/C=C1\SCC(=O)N1CCOC(=O)c1cc(Cl)c(N)cc1OC | 101 | -0.2 |
| COc1cccc(C(c2sc3nc(-c4ccco4)nn3c2O)N2CCC(C)CC2)c1 (configuration not stated) | 109 | 0.5 |
| CCC(Oc1ccc2c(c1)OCO2)C(=O)O (configuration not stated) | 101 | -0.6 |
| CCc1c(C)c2ccc(O)c(CN3CCN(c4cc(Cl)ccc4C)CC3)c2oc1=O | 113 | 1.1 |
| Cn1c2ccccc2c2cc(C(=O)N/N=C/c3ccc(-c4ccc(S(N)(=O)=O)cc4)o3)sc21 | 115 | 1.6 |
| FC(F)(F)c1cccc(-c2nc3ccccn3n2)c1 | 102 | -0.2 |
| CCCNC(=O)Cc1ncn[nH]1 | 102 | -0.2 |

Part of the list above, with each value named.
> CCOC(=O)/C=C1\SCC(=O)N1CCOC(=O)c1cc(Cl)c(N)cc1OC
  Polio RdRp inh = 101
  Polio RdRp inh FP z-score = -0.2
> COc1cccc(C(c2sc3nc(-c4ccco4)nn3c2O)N2CCC(C)CC2)c1 (configuration not stated)
  Polio RdRp inh = 109
  Polio RdRp inh FP z-score = 0.5

More entries follow.
| Structure | Polio RdRp inh | Polio RdRp inh FP z-score |
| --- | --- | --- |
| O=C(Nc1cccc(Cl)c1)N1CCC(CN2CCOCC2)CC1 | 103 | 0.1 |
| CCc1nc2ccccc2c(C(=O)OCC(N)=O)c1C | 101 | 0 |
| Cc1cc(=O)[nH]c(NNC(=S)Nc2ccc(S(=O)(=O)N3CCOCC3)cc2)n1 | 104 | 0.1 |
| Cc1n[nH]c(C)c1N=Nc1ccc(Br)cc1 | 118 | 1.9 |
| CC1(C)CC(=O)C=C(NCc2ccc(S(N)(=O)=O)cc2)C1 | 99 | -0.5 |
| CN1CCN(c2nc(-c3cc4ccccc4o3)cs2)CC1 | 103 | 0 |
| CC(=O)Nc1ccc(S(=O)(=O)NCCC(=O)Nc2ccc3c(c2)OC2(CCCC2)O3)cc1 | 103 | 0.1 |
| COc1ccccc1C(=O)Nc1ccc(S(=O)(=O)Nc2nc(C)cc(C)n2)cc1 | 101 | -0.6 |
| COc1ccccc1NC(=O)c1cc(S(=O)(=O)N(C)C2CCCCC2)ccc1F | 110 | 0.4 |
| Nc1ccc2nn(-c3ccc(Cl)cc3)nc2c1 | 101 | -0.3 |

Screens from PubChem.
